# Akt phos inh – HTS Assay for Inhibitors of Akt Phophorylation: Primary Screen; Neuro2A IGF-stimulated pAkt S473 HTRF, 20 min; hits give low values; activity change, % for hits at 50 µM; actives 0.32% (n = 360,000); in the data active = activity change below about -80%; inconclusive = mostly about -51% to -80%; also: % is scaled to controls: 0 for no effect and ±100 for the full control effect
#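 Neuro2A cells (4,500/well, DMEM with 0.5% FBS) were treated with compound at a single 50 µM final concentration, stimulated with 6 nM IGF for 20 min at 37 °C, and lysed. Phospho-Akt Ser473 was read by HTRF as 665/615 ratio ×10^4.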
# TDP43 rescue – qHTS of TDP-43 Inhibitors. TDP-43 expressing yeast growth rescue, BacTiter-Glo, 24 h. Potency, µM (highest dose often 46.1 µM), for the others: at the top dose growth rescue (activation), most hits filed as activators. actives 1.8% (n = 410,000); also: potency is read from the fitted curve at half-maximal effect; % of control where 0% means no effect; nearly all actives have a fitted effect of over 50% in size
#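 Yeast cells expressing TDP-43 under galactose induction are exposed to compounds for 24 hr at 30 deg C. BacTiter-Glo luminescence measures growth, so protective compounds score as activators.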
# PTHR1 ag – qHTS for PTHR1 Agonists: Primary Screen | Parathyroid hormone/parathyroid hormone-related peptide receptor (Homo sapiens), Q03431 | HEK293 GP2 PTHR1 cells, GloSensor cAMP luminescence, 1 h | Potency, µM (top dose mostly 115 µM), for inactives: at the top dose activation, hits mostly activators | actives 0.075% (n = 410,000); also: potency is read from the fitted curve at half-maximal effect; nearly all actives have a fitted effect of over 55% in size; some results filed as inactive show a strong effect at the top dose; inactives centre near -15; many of its hits are not listed in these tables
# Target sequence (Q03431 whole entry, looked up): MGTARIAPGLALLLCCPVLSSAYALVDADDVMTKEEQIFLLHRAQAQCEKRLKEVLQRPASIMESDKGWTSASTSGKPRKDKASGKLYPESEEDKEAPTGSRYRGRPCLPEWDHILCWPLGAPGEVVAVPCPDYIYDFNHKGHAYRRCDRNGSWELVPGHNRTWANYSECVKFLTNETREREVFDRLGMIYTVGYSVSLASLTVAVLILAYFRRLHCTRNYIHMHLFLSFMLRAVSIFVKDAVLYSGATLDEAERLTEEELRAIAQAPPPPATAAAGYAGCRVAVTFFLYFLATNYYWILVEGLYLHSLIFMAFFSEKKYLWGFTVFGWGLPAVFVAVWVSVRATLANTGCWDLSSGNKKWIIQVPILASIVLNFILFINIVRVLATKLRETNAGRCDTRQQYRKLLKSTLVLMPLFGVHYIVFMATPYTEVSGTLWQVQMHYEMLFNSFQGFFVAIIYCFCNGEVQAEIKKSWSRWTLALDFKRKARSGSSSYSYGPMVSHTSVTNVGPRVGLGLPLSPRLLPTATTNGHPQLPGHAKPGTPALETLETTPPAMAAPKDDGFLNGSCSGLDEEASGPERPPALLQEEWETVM
#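 HEK-293-derived GP2 cells expressing PTHR1 and a GloSensor cAMP reporter, 3,000/well, plated overnight, given luciferin plus IBMX (each 0.5 mM as added) for 1 h at 37 °C, then compound for 1 h at 37 °C. Luminescence was read after 15 min at room temperature.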
# MmCpn inh – Inhibitors of TCP-1 ring complex (TRiC) of Methanococcus maripaludis (MmCpn): qHTS | actives 0.031% (n = 330,000) | Potency, µM (series often up to 76.9 µM), for the others: top-dose activity, negative = inhibition, most hits filed as inhibitors | purified Mm-Cpn ATPase, ADP Transcreener TR-FRET | AID 504842, 2011; also: potency is read from the fitted curve at half-maximal effect; % is scaled to controls: 0 for no effect and ±100 for the full control effect; nearly all actives have a fitted effect of over 80% in size
#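 ATPase read-out: TR-FRET ADP immunoassay (anti-ADP Eu cryptate vs ADP-d2), ex 320 nm, em 590/665 nm; signal drops as ADP forms. Enzyme 25 nM, ATP 10 uM, 30 min at 37°C after 10 min compound preincubation.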
# GLP1R inv ag – qHTS of GLP-1 Receptor Inverse Agonists (Inhibition Mode). Glucagon-like peptide 1 receptor (Homo sapiens), P43220. HEK293 GLP-1R CRE-luciferase, luminescence, 24 h; GLP-1R form is constitutively active. Potency, µM (titrated, usually from 38.3 µM), for inactives: at the highest dose activity change, negative = inhibition, actives largely listed as inhibitors. actives 1.6% (n = 410,000); also: potency is read from the fitted curve at half-maximal effect; % is scaled to controls: 0 for no effect and ±100 for the full control effect; nearly all actives have a fitted effect of over 55% in size
# Target sequence (P43220 whole entry, looked up): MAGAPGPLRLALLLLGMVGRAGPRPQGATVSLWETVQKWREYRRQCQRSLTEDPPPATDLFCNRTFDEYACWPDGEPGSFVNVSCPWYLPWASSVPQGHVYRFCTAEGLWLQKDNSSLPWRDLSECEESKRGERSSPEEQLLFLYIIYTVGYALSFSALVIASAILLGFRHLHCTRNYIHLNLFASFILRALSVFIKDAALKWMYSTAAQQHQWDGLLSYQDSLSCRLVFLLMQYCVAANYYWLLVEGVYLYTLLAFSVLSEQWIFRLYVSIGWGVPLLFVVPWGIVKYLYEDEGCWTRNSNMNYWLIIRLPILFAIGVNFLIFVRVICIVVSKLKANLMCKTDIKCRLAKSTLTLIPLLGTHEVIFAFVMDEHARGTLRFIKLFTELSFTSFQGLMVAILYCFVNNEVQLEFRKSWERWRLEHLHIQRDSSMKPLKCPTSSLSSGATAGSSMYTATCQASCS
#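 Cells are plated, allowed 12 hours at 37 deg C, then treated with compounds for 24 hr before luciferase detection reagent is added and luminescence is read after 12 min at room temperature. The HEK293 line carries constitutively active GLP-1R with a cAMP-responsive reporter.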
# HEK293 tox – qHTS of GLP-1 Receptor Inverse Agonists: Cytotox Screen | HEK293 cAMP-luciferase reporter cells, luminescence, 24 h | Potency, µM (doses to about 38.3 µM), for inactives: at the highest dose activity change, negative = inhibition, usual class: inhibitors | actives 0.13% (n = 410,000) | AID 624418, 2012;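 also: loss of luciferase light is scored as toxicity; potency is read from the fitted curve at half-maximal effect; % is scaled to controls: 0 for no effect and ±100 for the full control effect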
#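 Cells in DMEM/10% Nu serum/1% pen-strep, 1536-well format. Pre-incubated 12 h, dosed with 23 nL compound, incubated a further 24 h. Luciferase detection, 12 min at room temp, luminescence.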
# Abeta rescue – qHTS for compounds that reverse cellular toxicity of Amyloid beta (A-beta) peptide in yeast: Primary Screen | actives 0.063% (n = 410,000) | yeast expressing A-beta42, growth rescue, OD600, 48 h; response scale: 0% DMSO, 100% iron-clioquinol control | Potency, µM (series often up to 46.1 µM), without a hit: at the highest dose growth rescue, actives largely listed as activators; also: potency is read from the fitted curve at half-maximal effect; nearly all actives have a fitted effect of over 55% in size
#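 Growth rescue measured by 600 nm absorbance after 48 h yeast culture at 30 C with compound. Values normalized between DMSO and an equimolar ferric chloride plus clioquinol control.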
# FUS yeast rescue – qHTS for Suppressors of FUS Proteinopathy: Primary screen using FUS-linked yeast assay; S. cerevisiae FUS-expressing, growth rescue, OD600, 24 h; Potency, µM (highest dose often 76.6 µM), for the others: at the top dose growth rescue (activation), most hits filed as activators; actives 0.24% (n = 390,000);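 also: potency is read from the fitted curve at half-maximal effect; plate controls were DMSO vehicle for no effect and reference control for full effect; nearly all actives have a fitted effect of over 55% in size; some results filed as inactive show a strong effect at the top dose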
#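 Read-out: OD at 600 nm after 24hr at 30C, reporting rescue of FUS-induced yeast toxicity. Cells at OD 0.005 in galactose (2%) minimal medium; compounds tested in a dilution series; CP55940 titration from 92uM final as control.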
# aSyn rescue – qHTS of alpha-syn Inhibitors; Yeast expressing alpha-synuclein, growth rescue, BacTiter-Glo, 24 h; AID 652106, 2013; actives 0.14% (n = 370,000); Potency, µM (top dose mostly 46.1 µM), inactives show at the top dose growth rescue (activation), most hits filed as activators; also: potency is read from the fitted curve at half-maximal effect; % of control where 0% means no effect; nearly all actives have a fitted effect of over 65% in size
#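 Galactose-induced alpha-syn yeast (OD600=0.02, raffinose-pregrown) + pinned cpd, 24 hr, 30 deg C; growth by BacTiter-Glo luminescence. Growth restoration scores as activation.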
# An asterisk follows results filed as active; i = inactive; ? = inconclusive; · = no result given; [ ] = another dose, or the depositor's remark. Unless noted, calls follow the shape of the dose curve; as a rule, active = well fitted curve in the direction sought with a large enough effect; inconclusive = small, poorly fitted or top-dose-only effect, or another doubt; inactive = no such curve, though single readings can be large; an effect the other way counts as inactive or inconclusive.
no.	smiles	Akt phos inh	TDP43 rescue	PTHR1 ag	MmCpn inh	GLP1R inv ag	HEK293 tox	Abeta rescue	FUS yeast rescue	aSyn rescue
1	COCc1cc(C)nc(N2CCN(c3ccccc3)CC2)c1C#N	i	5%	i	0%	5%	-5%	-6%	21%	-12%
2	CCN(C[C@H]1N[C@@](Cc2ccccc2)(C(=O)OC)[C@H]2C(=O)N(C)C(=O)[C@@H]12)C(=O)C1CCCCC1	i	-8%	3%	-2%	22%	2%	-6%	-2%	-3%
3	O=C(/C=C/c1cccs1)NC1CCS(=O)(=O)C1 (stereo unspecified)	i	-10%	-39%[inhibitor]	0%	14%	5%	-13%	3%	0%
4	O=C(COc1ccc(-c2nnco2)cc1)Nc1c(Cl)cccc1C(F)(F)F	i	?	-10%	0%	-1%	11%	-8%	5%	0%
5	O=c1[nH]c(/C=C\c2cccs2)nc(O)c1[N+](=O)[O-]	i	3%	i	1%	8%	3%	-4%	9%	3%
6	O=C(O)CN(Cc1ccccc1)S(=O)(=O)c1ccc2c(c1)OCCO2	i	-7%	i	-1%	1%	7%	9%	16%	-3%
7	Cc1cccn2c(=O)c(C(=O)NCCc3ccccc3)cnc12	·	?	-25%	·	?	26%	-11%	-14%	·
8	COc1ccc(NC(=O)c2ccc3[nH]c(=O)c(=O)[nH]c3c2)c(OC)c1	i	19%	-22%	-2%	29%	-11%	4%	18%	5%
9	Cc1cc(C)n(CC(=O)Nc2cccc(C(F)(F)F)c2)n1	i	8%	i	1%	-14%	-2%	5%	11%	0%
10	COCCCNS(=O)(=O)c1cccc(S(=O)(=O)c2cccc(S(=O)(=O)NCCCOC)c2)c1	i	-1%	-10%	0%	-14%	13%	4%	11%	4%
11	COC(=O)Cn1c(SCCOc2ccccc2Cl)nc2ccccc21	·	28µM*	-12%	·	-30%	-6%	-26%	35%	·
12	COc1cc(CCC(=O)NCc2ccc(S(N)(=O)=O)cc2)cc(OC)c1OC	i	-7%	i	-1%	0%	-2%	-2%	32%	3%
13	COc1cc(Cl)ccc1OC1(C)CCN(Cc2ccc(SC)cc2)C1 (stereo unspecified)	i	1%	i	·	-17%	7%	9%	0%	4%
14	COc1ccc2[nH]c3c(=O)n(N)c(C)nc3c2c1	i	11%	i	3%	14%	-16%	0%	·	-10%
15	COc1ccc(C(CC(=O)O)NC(=O)Cc2ccccc2)cc1OC (stereo unspecified)	i	-2%	?	1%	5%	12%	6%	·	0%
16	CC(=O)c1c(C)[nH]c(C(=O)OCc2c(F)cccc2Cl)c1C	i	9%[9.22 µM]	-64%[inhibitor]	0%	9%[7.66 µM]	0%[7.66 µM]	-13%	16%	-1%
17	COc1ccc(-c2noc(-c3ccc(N4CCCCC4)c([N+](=O)[O-])c3)n2)cc1	·	19%	-24%	·	1%	-5%	-3%	1%	·
18	O=C(CO/N=C/c1cccc([N+](=O)[O-])c1)Nc1ccc2ccccc2c1	i	?	-22%	0%	-5%	-5%	10%	4%	14%
19	O=C(NCc1ccc(C(F)(F)F)cc1)C1CC(c2ccc(C(F)(F)F)cc2)=NO1 (stereo unspecified)	i	-15%	i	·	?	-25%	?	-3%	3%
20	S=C(NCc1ccc(Cl)cc1)Nc1ccncc1	i	18%	-23%	0%	?	-3%	0%	17%	1%

# Retrieved by structure from the entries so far (5):
no.	smiles	Akt phos inh	TDP43 rescue	PTHR1 ag	MmCpn inh	GLP1R inv ag	HEK293 tox	Abeta rescue	FUS yeast rescue	aSyn rescue
11	COC(=O)Cn1c(SCCOc2ccccc2Cl)nc2ccccc21	·	28µM*	-12%	·	-30%	-6%	-26%	35%	·
13	COc1cc(Cl)ccc1OC1(C)CCN(Cc2ccc(SC)cc2)C1 (stereo unspecified)	i	1%	i	·	-17%	7%	9%	0%	4%
15	COc1ccc(C(CC(=O)O)NC(=O)Cc2ccccc2)cc1OC (stereo unspecified)	i	-2%	?	1%	5%	12%	6%	·	0%
17	COc1ccc(-c2noc(-c3ccc(N4CCCCC4)c([N+](=O)[O-])c3)n2)cc1	·	19%	-24%	·	1%	-5%	-3%	1%	·
19	O=C(NCc1ccc(C(F)(F)F)cc1)C1CC(c2ccc(C(F)(F)F)cc2)=NO1 (stereo unspecified)	i	-15%	i	·	?	-25%	?	-3%	3%

# Remaining list, next part:
no.	smiles	Akt phos inh	TDP43 rescue	PTHR1 ag	MmCpn inh	GLP1R inv ag	HEK293 tox	Abeta rescue	FUS yeast rescue	aSyn rescue
21	Cc1ccc(NC(=O)N2CC3CCCN3c3ccccc32)c(C)c1 (stereo unspecified)	·	22%	i	·	?	2%	-17%	19%	·
22	Cc1n[nH]c(C)c1CCNC(=O)C1CCC(=O)N(CCc2cccc(F)c2)C1 (stereo unspecified)	i	-17%	-1%	-1%	4%	-4%	8%	·	-1%
23	C=CCn1c(=O)c2ccccc2n2c(Sc3nnnn3-c3ccccc3)nnc12	-110%*	-4%	-7%	-1%	-2%	-3%	-2%	10%	2%
24	O=C(NCCc1ccccc1)c1nn(-c2ccc(F)cc2)nc1CO	·	10%	i	·	10%	2%	-16%	9%	·
25	C[C@@H]1CN([C@H](C)CO)C(=O)c2cc(NC(=O)C3CCCCC3)ccc2O[C@@H]1CN(C)Cc1ccc(C(F)(F)F)cc1	i	14%	-17%	2%	?	-16%	5%	12%	0%
26	O=C(NCCN1CCOCC1)c1ccccc1N1C(=O)[C@@H]2Cc3c([nH]c4ccccc34)C(c3ccccc3)N2C1=O (stereo partly specified)	i	0%	-8%	1%	-10%	2%	3%	?	0%
27	O=C(COC(=O)c1cncc(Br)c1)NCc1ccco1	i	-2%	i	2%	5%	22%	1%	39%	-4%
28	CCCCn1nnnc1C(c1cccc(OC)c1OC)N1CCN(C/C=C/c2ccccc2)CC1 (stereo unspecified)	i	16%	i	·	-34%	-5%	-1%	19%	0%
29	O=c1cc(-c2ccccc2)oc2cc(O)cc(O)c12	i	2%	-53%[inhibitor]	·	1%	-4%	-12%	-5%	-3%
30	Nn1c(SCC(=O)Nc2ccc3c(c2)OCO3)nnc1-c1cccc(Cl)c1	i	0%	i	2%	9%	10%	4%	17%	-1%

# Next records follow.
item	mol	Akt phos inh	TDP43 rescue	PTHR1 ag	MmCpn inh	GLP1R inv ag	HEK293 tox	Abeta rescue	FUS yeast rescue	aSyn rescue
31	CCN(CC)C(C)C(=O)NCC1(c2ccccc2)CCOCC1 (stereo unspecified)	i	12%	6%[57.5 µM]	0%	-11%	-6%	17%	-2%	11%
32	C=CCOc1ccccc1C1NC(=O)NC(C)=C1C(=O)NCc1ccccc1 (stereo unspecified)	i	-5%	i	2%	4%	18%	22%	17%	0%
33	N#Cc1cccc(C#N)c1Oc1ccc(N)cc1	i	3%	i	0%	19%	6%	-7%	-2%	0%
34	CC(=O)Nc1c(F)c(F)c(F)c(F)c1F	i	10%	-4%	-3%	14%	-2%	-10%	-21%	1%
35	CC(=O)c1ccc(C(=O)N2CCCC(Nc3ccccc3)C2)s1 (stereo unspecified)	i	4%	-2%	-2%	-14%	-12%	5%	-2%	0%
36	Cc1cccc(C2=NN(c3ccccc3)[C@H](CO)[C@H]2c2ccc(Cl)cc2)c1	i	27%	-23%	-14%	10µM*	193%[activator]	?	14%	-1%
37	Cc1cc(OCCn2cnc3ccccc3c2=O)cc(C(C)C)c1	i	0%	-24%	0%	?	-9%	11%	13%	0%
38	Cc1nc(-c2cccc(NC(=O)COc3ccc(Cl)cc3)c2)cs1	i	?	-21%	-20%	?	4%	-7%	·	-5%
39	COc1ccc(NC(=O)CSc2ncc3c(n2)-c2cc(Cl)ccc2N(Cc2ccccc2F)S3(=O)=O)cc1	·	22%	-18%	·	-2%	5%	2%	9%	·
40	Cc1cc(C)c(OCC(=O)OCC(=O)NCc2cccs2)c(C)c1	i	1%	1%	2%	2%	-2%	6%	10%	-5%
41	Cc1cc(C)n(CC(=O)Nc2cc(F)ccc2F)c(=O)c1C#N	·	-5%	?	·	-4%	4%	-19%	-6%	2%
42	COC(=O)c1sc(OC)cc1OCc1ccc(C)cc1	i	-4%	-11%[57.5 µM]	2%	7%	-9%	18%	15%	3%
43	O=C(c1ccc(Br)cc1)N(Cc1cccs1)c1ccc(F)cc1	·	26%	-33%	·	?	-1%	-13%	19%	·
44	Cc1cccc(NC(=S)NNC(=O)c2nn(C)cc2Cl)c1	i	0%	-11%[57.5 µM]	-1%	11%	-11%	12%	5%	-7%
45	CCOc1cc(C(=O)NC(C)CC)cc(OCC)c1OCC (stereo unspecified)	i	20%	i	1%	-12%	6%	5%	-2%	1%
46	CCOc1ccc(NC(=O)CSc2nnnn2CC(=O)O)cc1	i	-5%	i	-1%	5%	-5%	8%	3%	0%

# Source: PubChem BioAssay

# A portion of the library (hit frequency here may not be typical).
